Source: PubChem
PPC-1+TRAIL kill – kills PPC-1 cancer cells in the presence of TRAIL; PPC-1 cells + TRAIL, ATPLite viability luminescence; cell killing (% activity), % at 4 µM; hit rate 0.41% among 220,000;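 active = cell killing above 50% in the first pass at 4 µM, then a duplicate retest at 5 µM averaging 50% or more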;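 also: plate controls were cells with TRAIL plus DMSO for no effect and medium-only wells lacking cells for full effect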
PGE2 EP2 inh – inhibitors of human EP2 prostaglandin E2 receptor. P43116. C6 glioma cells expressing human EP2, cAMP TR-FRET; cells stimulated with saturating PGE2. inhibition, % at 25 µM. hit rate 0.52% among 260,000. AID 1422;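 active = percent inhibition above 40 after rounding to a whole number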;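 also: rat C6 glioma host cells with rolipram phosphodiesterase inhibitor present; the protocol text gives 20 µM as final concentration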
14-3-3 Bad inh – disrupts binding of bovine 14-3-3 zeta to phospho-Bad peptide | TR-FRET 14-3-3zeta/Dy647-pBad peptide displacement, 1 h | inhibition, % at 21.7 µM | hit rate 0.71% among 220,000 | AID 781;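 active = inhibition above about 70%, limit read from the data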;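 also: 0% = full 14-3-3 plus peptide FRET controls and 100% = background without 14-3-3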
Target sequence (P63103 whole entry, looked up): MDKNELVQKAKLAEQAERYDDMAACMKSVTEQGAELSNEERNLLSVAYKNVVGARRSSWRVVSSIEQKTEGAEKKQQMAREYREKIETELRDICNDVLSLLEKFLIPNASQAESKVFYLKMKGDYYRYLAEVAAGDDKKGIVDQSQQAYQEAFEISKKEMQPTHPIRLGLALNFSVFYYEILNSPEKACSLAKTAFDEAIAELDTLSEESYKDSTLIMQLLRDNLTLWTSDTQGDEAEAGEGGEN
NPY1 pot ag – human NPY-Y1 potentiation or agonism, primary screen; P25929; NPY-Y1 expressing cells, potentiator/agonist activation; activation, % at 3.6 µM; hit rate 0.37% among 220,000; AID 1304; in the data active = activation above about 33%, passing the limit was not always enough;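 also: cells stimulated with NPY at EC10 then isoproterenol at EC100; 0% = low agonist plus stimulus and 100% = saturating agonist plus stimulus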
TRPML3 ag – human mucolipin-3 channel agonism. hit rate 0.29% among 220,000. AID 1448. Q8TDD5. HEK293 TRPML3-YFP, Fluo-8 calcium fluorescence; 100% = the carbachol control signal. activation, % at 3 µM;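 active = activation above its plate's cutoff, the mean activation of the plate's test wells plus 3 SD, cut at about 12% in these data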;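 also: 0% = DMSO only wells and 100% = carbachol wells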
Target sequence (Q8TDD5 whole entry, looked up): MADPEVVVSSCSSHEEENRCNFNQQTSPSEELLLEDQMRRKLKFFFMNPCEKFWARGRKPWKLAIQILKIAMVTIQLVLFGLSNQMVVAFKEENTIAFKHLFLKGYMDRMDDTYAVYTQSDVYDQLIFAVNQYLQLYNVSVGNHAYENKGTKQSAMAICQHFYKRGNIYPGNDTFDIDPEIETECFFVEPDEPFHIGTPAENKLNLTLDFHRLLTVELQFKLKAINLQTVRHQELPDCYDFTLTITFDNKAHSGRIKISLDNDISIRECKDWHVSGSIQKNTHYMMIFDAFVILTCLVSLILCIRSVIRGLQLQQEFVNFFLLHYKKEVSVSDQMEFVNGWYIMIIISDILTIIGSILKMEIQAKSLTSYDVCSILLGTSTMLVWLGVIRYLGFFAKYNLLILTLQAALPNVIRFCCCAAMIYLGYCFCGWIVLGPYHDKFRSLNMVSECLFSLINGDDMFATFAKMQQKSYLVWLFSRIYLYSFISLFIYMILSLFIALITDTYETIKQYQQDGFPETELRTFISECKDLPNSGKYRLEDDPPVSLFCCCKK
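Material: TRPML3-YFP stable HEK293 cells | Dosing: One concentration, 3 µM nominal, 0.3% DMSO | Timing: 125 s total fluorescence read per well | Technique: Fluo-8 calcium dye fluorescence, ex 470-495, em 515-575 nm | Measure: Percent activation from peak-to-basal fluorescence ratio, scaled between DMSO and carbachol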
EP2 mod – modulates human prostaglandin E2 receptor EP2 signaling; P43116; hit rate 0.83% among 260,000; EP2-expressing cells, cAMP HTRF FRET, PGE2 co-stimulation; induction, % at 25 µM;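 active = compounds whose cAMP rise, as percent of the full-agonist control response, exceeds 60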;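 also: rat C6 glioma line stably carrying human EP2 under a CMV promoter; the protocol text gives 20 µM as final concentration; 100% = response of wells given 1 µM PGE2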
CHOP inh – blocks CHOP induction under ER stress. CHO-K1 CHOP-promoter luciferase, tunicamycin-induced, 15-18 h. inhibition, % at 10 µM. hit rate 3.8% among 220,000. AID 2732;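 active = compounds that reduced the stress-induced luciferase reporter signal by more than about 70% of percent inhibition, limit read from the data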;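 also: 0% = tunicamycin plus vehicle and 100% = wells without tunicamycin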
TRPN1 ag – agonists of zebrafish TRPN1 channel | HEK293 zebrafish TRPN1-YFP, Fluo-8 calcium fluorescence; 100% = response to 87 µM carbachol | activation, % at 3 µM | hit rate 0.18% among 220,000 | AID 1424;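 active = activation above its plate's cutoff, the mean activation of test wells on that plate plus 3 SD, cut at about 19% in these data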;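 also: 0% = DMSO alone and 100% = 87 µM carbachol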
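Material: zebrafish TRPN1-YFP in HEK293 cells. Doses: one dose of 3 µM, 0.3% DMSO. Incubation: dye 1 h 37 °C plus 30 min RT. Measured by: intracellular calcium fluorescence with Fluo-8.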
NPY Y1 blocker – blocks the human neuropeptide Y Y1 receptor; P25929; HEK293-CNG Y1 cells, membrane potential fluorescence; NPY at EC95, then isoproterenol; inhibition, % at 3.6 µM; hit rate 1% among 200,000; AID 1040;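 active = inhibition above the campaign mean inhibition of all tested compounds plus 3 SD, cut at about 20% in these data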;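 also: 0% = DMSO wells given NPY plus isoproterenol and 100% = isoproterenol alone without NPY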
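Material: HEK293 Y1/CNG channel cell line; also added: NPY (25 nM), isoproterenol (1 µM), Ro 20-1724 (25 µM); doses: one concentration, 3.6 µM, in 0.4% DMSO; schedule: compound incubation 1 h at room temperature, readout 45 min post-stimulation; technique: membrane potential fluorescence; measure: fluorescence ratio normalized to % inhibition between controls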
* hit, by the source's call; & = joins results of further samples; [ ] = dose if it differs, or a comment. This is a subset (hit frequency here may not be typical).

Screening COc1ccc2c(-c3ccccc3)cc(SCC(=O)N(C)C)nc2c1 returned PPC-1+TRAIL kill 35, PGE2 EP2 inh 4, 14-3-3 Bad inh 17, NPY1 pot ag 3, TRPML3 ag 0.3, EP2 mod 53, CHOP inh 33, TRPN1 ag -0.6 and NPY Y1 blocker -2.
For CN1CCN(c2ccccc2NC(=O)c2ccc([N+](=O)[O-])cc2Cl)CC1 the results were PPC-1+TRAIL kill 14, PGE2 EP2 inh 9, 14-3-3 Bad inh 16, NPY1 pot ag -3, TRPML3 ag 0.1, EP2 mod -1, CHOP inh 4, TRPN1 ag 0.0 and NPY Y1 blocker -1.
Screening O=C(c1cccc(F)c1F)N1CCCC1 returned PPC-1+TRAIL kill 14, PGE2 EP2 inh 9, 14-3-3 Bad inh -10, NPY1 pot ag -3, TRPML3 ag 0.6, EP2 mod 26, CHOP inh 20, TRPN1 ag 0.1 and NPY Y1 blocker -3.
CC(C)C(c1nnnn1Cc1ccc(F)cc1)N1CCN(C(=O)c2ccco2)CC1 (configuration not stated) was read as PPC-1+TRAIL kill 3, PGE2 EP2 inh 8, 14-3-3 Bad inh 8[fluorescence artefact?], NPY1 pot ag -17, TRPML3 ag 0.0, EP2 mod -13, CHOP inh -4, TRPN1 ag 0.7 and NPY Y1 blocker -8.
`COC(=O)c1cc(CNC(=O)c2ccccc2Cl)ccc1OC` gave PPC-1+TRAIL kill 17, PGE2 EP2 inh 4, 14-3-3 Bad inh -12, NPY1 pot ag -15, TRPML3 ag 0.7, EP2 mod -15, CHOP inh 17, TRPN1 ag 1.1 and NPY Y1 blocker 7.
`CN(CC(=O)O)S(=O)(=O)c1cc(Cl)ccc1Cl` gave PPC-1+TRAIL kill 14, PGE2 EP2 inh 7, 14-3-3 Bad inh -3, NPY1 pot ag -6, TRPML3 ag 0.5, EP2 mod -6, CHOP inh 8, TRPN1 ag -1.1 and NPY Y1 blocker 2.
c1ccc(-c2ccnc3nc(-n4cccc4)nn23)cc1 was read as PPC-1+TRAIL kill 16, PGE2 EP2 inh 3, 14-3-3 Bad inh 16, NPY1 pot ag -20, TRPML3 ag -0.9, EP2 mod 8, CHOP inh 8, TRPN1 ag -0.7 and NPY Y1 blocker 2.
For Cc1nnc(SCC(=O)Nc2nc3ccccc3s2)n(N)c1=O the results were PPC-1+TRAIL kill 12, PGE2 EP2 inh 10, 14-3-3 Bad inh 6, NPY1 pot ag 4, TRPML3 ag 0.9, EP2 mod 17, CHOP inh 18, TRPN1 ag -0.8 and NPY Y1 blocker -1.
For COc1ccc(-c2nnc(SCC(=O)N3CCOCC3)o2)cc1 the results were PPC-1+TRAIL kill -5, PGE2 EP2 inh 10, 14-3-3 Bad inh -4, NPY1 pot ag -12, TRPML3 ag 0.5, EP2 mod 1, CHOP inh -29, TRPN1 ag -0.1 and NPY Y1 blocker -1.
Screening CCc1c(O)cc(=O)n(-c2ccccc2)c1-c1ccccc1 returned PPC-1+TRAIL kill -3, PGE2 EP2 inh 5, 14-3-3 Bad inh -17[fluorescence artefact?], NPY1 pot ag -14, TRPML3 ag 0.8, EP2 mod 20, CHOP inh 18, TRPN1 ag 1.5 and NPY Y1 blocker -3.
For Cc1ccn2c(-c3n[nH]c(=S)n3C)c(C)nc2c1 the results were PPC-1+TRAIL kill 6, PGE2 EP2 inh 0, 14-3-3 Bad inh 3, NPY1 pot ag 2, TRPML3 ag 0.9, EP2 mod 21, CHOP inh 21, TRPN1 ag -0.6 and NPY Y1 blocker 7.
Screening Cn1c(=O)c2c(nc(SCC(=O)c3ccccc3F)n2C)n(C)c1=O returned PGE2 EP2 inh 6&2, 14-3-3 Bad inh -1, NPY1 pot ag 3, TRPML3 ag 0.5, EP2 mod -14&-9, CHOP inh 5, TRPN1 ag 0.7 and NPY Y1 blocker 1.
Screening c1ccc(CNc2nc(NCc3ccco3)nc(N3CCOCC3)n2)cc1 returned PPC-1+TRAIL kill -11, PGE2 EP2 inh 6, 14-3-3 Bad inh -18, NPY1 pot ag 9, TRPML3 ag -0.1, EP2 mod 47, CHOP inh 14, TRPN1 ag -3.0 and NPY Y1 blocker 0.
For COc1ccccc1CNC(=O)C(=O)NCC1OCCN1C(=O)c1ccc(Cl)cc1 (configuration not stated) the results were PPC-1+TRAIL kill 1, PGE2 EP2 inh 11, 14-3-3 Bad inh -2, NPY1 pot ag -9, TRPML3 ag -0.4, EP2 mod 41, CHOP inh -8 and TRPN1 ag -1.4.
For COc1cc(NC(=O)C(=O)N2CCN(C)CC2)c(OC)cc1Cl the results were PPC-1+TRAIL kill 11, PGE2 EP2 inh 8, 14-3-3 Bad inh 4, NPY1 pot ag -12, TRPML3 ag 0.3, EP2 mod 7, CHOP inh -6 and TRPN1 ag 0.6.
CC1CCN(S(=O)(=O)c2cc([N+](=O)[O-])ccc2Cl)CC1 was read as PPC-1+TRAIL kill 16, PGE2 EP2 inh 5, 14-3-3 Bad inh 5, NPY1 pot ag 15, TRPML3 ag -0.8, EP2 mod -24, CHOP inh 1, TRPN1 ag -2.4 and NPY Y1 blocker 2.
For COC(=O)c1c(NC(=O)CN2CCCc3ccccc32)sc(C)c1C the results were PPC-1+TRAIL kill 0, PGE2 EP2 inh 3, 14-3-3 Bad inh -8[fluorescence artefact?], NPY1 pot ag -34, TRPML3 ag 0.2, EP2 mod 52, CHOP inh 70*, TRPN1 ag -1.2 and NPY Y1 blocker -4.
For Cc1cc(O)ccc1Nc1nc(-c2sc(N)nc2C)cs1 the results were PPC-1+TRAIL kill 32, PGE2 EP2 inh 4, 14-3-3 Bad inh 0[fluorescence artefact?], NPY1 pot ag 2, TRPML3 ag 0.6, EP2 mod -4, CHOP inh -1, TRPN1 ag 1.3 and NPY Y1 blocker 0.
`CN(C(=O)c1cc2sccc2n1C)C1CCCCC1` gave PPC-1+TRAIL kill 7, PGE2 EP2 inh 9, 14-3-3 Bad inh -24, NPY1 pot ag 18, TRPML3 ag 0.5, EP2 mod -8, CHOP inh -6, TRPN1 ag -1.1 and NPY Y1 blocker 13.
For O=C(CCc1nnc(CCC2CCCCC2)o1)NCc1ccon1 the results were PPC-1+TRAIL kill 13, PGE2 EP2 inh 6, 14-3-3 Bad inh -6, NPY1 pot ag 0, TRPML3 ag 0.9, EP2 mod 19, CHOP inh -7, TRPN1 ag 0.6 and NPY Y1 blocker -2.

Brought forward from above: 2 compounds, then new ones.
`CN(C(=O)c1cc2sccc2n1C)C1CCCCC1` gave PPC-1+TRAIL kill 7, PGE2 EP2 inh 9, 14-3-3 Bad inh -24, NPY1 pot ag 18, TRPML3 ag 0.5, EP2 mod -8, CHOP inh -6, TRPN1 ag -1.1 and NPY Y1 blocker 13.
For O=C(CCc1nnc(CCC2CCCCC2)o1)NCc1ccon1 the results were PPC-1+TRAIL kill 13, PGE2 EP2 inh 6, 14-3-3 Bad inh -6, NPY1 pot ag 0, TRPML3 ag 0.9, EP2 mod 19, CHOP inh -7, TRPN1 ag 0.6 and NPY Y1 blocker -2.
COc1ccccc1NNC(=O)c1cc(C(C)(C)C)nn1Cc1ccccc1 was read as PPC-1+TRAIL kill -9, PGE2 EP2 inh 6, 14-3-3 Bad inh -8, NPY1 pot ag 25, TRPML3 ag -1.0, EP2 mod 20, CHOP inh 18 and TRPN1 ag -1.5.
Screening CC(CCc1ccccc1)NC(=O)CSc1ccccn1 (configuration not stated) returned PPC-1+TRAIL kill -5, PGE2 EP2 inh 10, 14-3-3 Bad inh -7, NPY1 pot ag -2, TRPML3 ag -0.6, EP2 mod 25, CHOP inh -2, TRPN1 ag -1.1 and NPY Y1 blocker 3.
For CC(=O)N1CCN(C(=O)Cn2c(=O)oc3ccccc32)CC1 the results were PPC-1+TRAIL kill 11, PGE2 EP2 inh 8, 14-3-3 Bad inh 13[fluorescence artefact?], NPY1 pot ag 11, TRPML3 ag 0.5, EP2 mod 25, CHOP inh 25, TRPN1 ag 1.3 and NPY Y1 blocker 2.
Screening Clc1ccc(Sc2cc(N3CCOCC3)nc(-c3ccccc3)n2)cc1 returned PPC-1+TRAIL kill 18, PGE2 EP2 inh 10, 14-3-3 Bad inh -9, NPY1 pot ag -2, TRPML3 ag 0.8, EP2 mod 51, CHOP inh 41, TRPN1 ag 0.7 and NPY Y1 blocker -2.
Screening CCOC(=O)c1c(NC(=O)CSc2nnc(CNc3ccc(C)cc3C)o2)sc(C)c1C returned PPC-1+TRAIL kill 15, PGE2 EP2 inh 13, 14-3-3 Bad inh -11[fluorescence artefact?], NPY1 pot ag 14, TRPML3 ag 1.0, EP2 mod 46, CHOP inh 81*, TRPN1 ag 0.2 and NPY Y1 blocker -1.
For CC(C)n1c(SCC(N)=O)nc2c1c(=O)[nH]c(=O)n2C the results were PPC-1+TRAIL kill 21, PGE2 EP2 inh 5, 14-3-3 Bad inh 2, NPY1 pot ag 0, TRPML3 ag -0.3, EP2 mod -4, CHOP inh 22, TRPN1 ag 0.9 and NPY Y1 blocker -1.
For Cc1nccc(-c2ccc3c(c2)OCO3)n1 the results were PPC-1+TRAIL kill 18, PGE2 EP2 inh 5, 14-3-3 Bad inh 6, NPY1 pot ag 4, TRPML3 ag 1.2, EP2 mod -7, CHOP inh 18, TRPN1 ag 0.2 and NPY Y1 blocker 2.
O=C(CSc1nnc2ccccn12)NC(=O)Cc1ccccc1 was read as PPC-1+TRAIL kill 14, PGE2 EP2 inh 7, 14-3-3 Bad inh 5, NPY1 pot ag -15, TRPML3 ag 0.3, EP2 mod 7, CHOP inh 7, TRPN1 ag 1.4 and NPY Y1 blocker 1.
`O=C(NCc1cccc(F)c1)c1noc2c1CCCC2` gave PPC-1+TRAIL kill 12, PGE2 EP2 inh 8, 14-3-3 Bad inh 3[fluorescence artefact?], NPY1 pot ag -11, TRPML3 ag -0.4, EP2 mod 1, TRPN1 ag -0.2 and NPY Y1 blocker 10.
Screening FC(F)(F)c1cc(-c2ccco2)nc(NCc2cccnc2)n1 returned PPC-1+TRAIL kill 2, 14-3-3 Bad inh 6, NPY1 pot ag 25, TRPML3 ag 0.2, EP2 mod 29, CHOP inh 21, TRPN1 ag -0.7 and NPY Y1 blocker 5.
Screening Cn1c(C(C#N)C(=O)c2ccco2)nc2ccccc21 (configuration not stated) returned PPC-1+TRAIL kill 7, PGE2 EP2 inh 9, 14-3-3 Bad inh -3, NPY1 pot ag 6, TRPML3 ag 1.1, EP2 mod -7, CHOP inh 18, TRPN1 ag -0.6 and NPY Y1 blocker 10.
`CC(Cc1ccccc1)NC(=O)c1cc([N+](=O)[O-])ccc1Cl` (configuration not stated) gave PPC-1+TRAIL kill 8, PGE2 EP2 inh 14, 14-3-3 Bad inh 0, NPY1 pot ag 7, TRPML3 ag -0.2, EP2 mod 0, CHOP inh -4 and TRPN1 ag -2.4.
